TcdB GH inh: TcdB glycohydrolase inhibitors, primary screen, biochemical, single point, plate reader | AID 652162, 2013 | 0.24% of 350,000 active | Toxin B (Clostridioides difficile), P18177 | inhibition, % at 9.99 µM | TcdB glycohydrolase enzymatic assay; in the data active means inhibition above about 10%
An asterisk follows results filed as active. A portion of the library, so the mix of outcomes need not match the whole.

Sample of the layout (two entries):
SMILES	TcdB GH inh
CN(C)C(=O)C[C@H]1CC[C@@H]2[C@H](COC[C@H](O)CN2C(=O)C2CC2)O1	0.1
C[C@@H]1CN([C@@H](C)CO)C(=O)c2cccc(NC(=O)NC3CCCCC3)c2O[C@@H]1CN(C)C(=O)Nc1ccc2c(c1)OCO2	1.0

The listing, from the start:
SMILES	TcdB GH inh
CN(C)C(=O)C[C@H]1CC[C@@H]2[C@H](COC[C@H](O)CN2C(=O)C2CC2)O1	0.1
C[C@@H]1CN([C@@H](C)CO)C(=O)c2cccc(NC(=O)NC3CCCCC3)c2O[C@@H]1CN(C)C(=O)Nc1ccc2c(c1)OCO2	1.0
CCCC(O)C#Cc1cnc2c(c1)C(=O)N([C@H](C)CO)C[C@H](C)[C@H](CN(C)Cc1cccc(C(F)(F)F)c1)O2 (some centres undefined)	0.0
C[C@H]1CN([C@@H](C)CO)C(=O)Cc2cc(NC(=O)C3CCCCC3)ccc2O[C@@H]1CN(C)Cc1ccc(C(F)(F)F)cc1	0.7
CCC(=O)N(C)C[C@@H]1Oc2ncc(C#CC(C)(C)O)cc2C(=O)N([C@H](C)CO)C[C@H]1C	1.5
COCc1cn(CC[C@@H]2CC[C@@H](NC(=O)Nc3ccc4c(c3)OCO4)[C@H](CO)O2)nn1	-1.9
C[C@H]1CN([C@@H](C)CO)C(=O)c2cc(NS(=O)(=O)c3ccc(F)cc3)ccc2O[C@@H]1CN(C)Cc1ccc(-c2ccccc2)cc1	-0.5
CO[C@@H]1CN(C)C(=O)c2ccc(NC(=O)c3nc4ccccc4s3)cc2OC[C@H](C)N(Cc2ccncc2)C[C@@H]1C	0.4
COCCNC(=O)C[C@@H]1C[C@@H]2c3cc(NC(=O)CC4CC4)ccc3O[C@@H]2[C@H](CO)O1	1.1
NCC[C@H]1CC[C@H](NC(=O)Nc2ccc(F)cc2)[C@H](CO)O1	0.5
COc1ccc(S(=O)(=O)N(C)C[C@H]2OCCCC[C@H](C)Oc3ccc(NS(=O)(=O)c4ccc(F)cc4)cc3C(=O)N([C@H](C)CO)C[C@H]2C)cc1	0.4
COc1ccc(S(=O)(=O)N(C)C[C@H]2Oc3cc(C#CC4CCCCC4)ccc3S(=O)(=O)N([C@H](C)CO)C[C@@H]2C)cc1	-0.3
CO[C@@H]1CC[C@H]2CCN(C)C(=O)[C@H](C)N(C)C(=O)c3cc(C#N)ccc3OC[C@H]1O2	-0.3
O=C(Nc1cccc(F)c1)N1CCCCN2[C@@H](CO)[C@@H](c3ccc(C#Cc4ccccc4)cc3)[C@@H]2C1	0.7
CO[C@H]1CN(C)C(=O)c2ccc(NC(=O)NC(C)C)cc2OC[C@H](C)NC[C@@H]1C	-0.4
O=C(Nc1ccccc1F)N1CCCCN2[C@H](CO)[C@@H](c3ccc(-c4cccnc4)cc3)[C@@H]2C1	-0.4
CCCN(C)C[C@H]1OCCCC[C@@H](C)Oc2ccc(NS(=O)(=O)c3ccc(C)cc3)cc2C(=O)N([C@H](C)CO)C[C@@H]1C	0.5
CC(=O)N(C)C[C@@H]1Oc2cc(C#Cc3ccccn3)ccc2S(=O)(=O)N([C@@H](C)CO)C[C@H]1C	-0.2
C[C@@H]1CN([C@H](C)CO)C(=O)Cc2cc(NC(=O)C3CC3)ccc2O[C@@H]1CN(C)Cc1ccc(-c2ccccc2)cc1	0.0
CO[C@H]1CN(C)C(=O)c2cc(NS(=O)(=O)c3ccccc3)ccc2OC[C@H](C)N(C(=O)NC(C)C)C[C@H]1C	-2.9
C[C@@H]1CN([C@@H](C)CO)C(=O)Cc2cc(NC(=O)Nc3cccc4ccccc34)ccc2O[C@@H]1CN(C)C(=O)Nc1ccc(C(F)(F)F)cc1	-0.3
C[C@H](CO)N1C[C@H](C)[C@H](CN(C)S(=O)(=O)c2ccc(Cl)cc2)Oc2ccc(NC(=O)Nc3cccc4ccccc34)cc2C1=O	0.0
COc1ccccc1-c1ccc2c(c1)O[C@@H](CN(C)C(=O)c1cccnc1)[C@@H](C)CN([C@@H](C)CO)S2(=O)=O	0.6
COCC(=O)Nc1ccc2c(c1)OC[C@@H](C)N(C(=O)c1cnccn1)C[C@H](C)[C@H](OC)CN(C)C2=O	-0.3
O=C(C[C@@H]1C[C@H]2c3cc(NC(=O)Nc4ccccc4F)ccc3O[C@H]2[C@H](CO)O1)NCc1ccncc1	0.9
CC(C)(O)C#Cc1ccc([C@@H]2[C@@H](CO)N3CCCCN(C(=O)c4ccc(F)cc4)C[C@H]23)cc1	-0.1
CCCC(=O)N1CC2(CN(S(C)(=O)=O)C2)c2c([nH]c3cc(OC)ccc23)[C@H]1CO	-0.5
CCS(=O)(=O)Nc1ccc2c(c1)C(=O)N(C)[C@H]1CC[C@H](CC(=O)NC)O[C@H]1CO2	0.6
Cc1noc(C)c1NC(=O)N[C@@H]1C=C[C@@H](CC(=O)N2CCN(C)CC2)O[C@@H]1CO	0.0
C[C@H](CO)N1C[C@H](C)[C@H](CN(C)C(=O)NC2CCCCC2)OCCCC[C@H](C)Oc2ccc(NC(=O)C3CCCCC3)cc2C1=O	0.2
CCCNC(=O)N1[C@H](CO)[C@H](c2ccccc2)C12CN(C(=O)c1cccnc1)C2	-2.6
COc1ccc(CN(C)C[C@@H]2Oc3ccc(NC(=O)CCC(F)(F)F)cc3CC(=O)N([C@H](C)CO)C[C@@H]2C)cc1	0.1
COc1ccc(NC(=O)Nc2ccc3c(c2)[C@@H]2C[C@@H](CC(=O)NCCc4ccccc4)O[C@@H](CO)[C@@H]2O3)cc1	-0.8
CCCNC(=O)Nc1ccc2c(c1)C(=O)N(C)C[C@H](OC)[C@@H](C)CN(Cc1cccnc1)[C@H](C)CO2	-7.1
COCC(=O)Nc1ccc2c(c1)OC[C@H](C)N(C(=O)c1ccccc1)C[C@H](C)[C@H](OC)CN(C)C2=O	2.4
C[C@@H]1CN([C@@H](C)CO)C(=O)Cc2cc(NC(=O)Cc3ccccc3)ccc2O[C@@H]1CN(C)S(=O)(=O)c1ccccc1	-0.6
C[C@@H]1CN([C@H](C)CO)C(=O)c2cc(C#Cc3ccccc3F)cnc2O[C@H]1CN(C)C(=O)C1CCOCC1	0.1
C[C@H]1CN([C@@H](C)CO)C(=O)c2cc(C3=CCCC3)cnc2O[C@H]1CN(C)Cc1ccccc1C(=O)O	-0.4
O=C(NC1CCC1)[C@H]1[C@H](CO)[C@H]2Cn3c(ccc(C4=CCCC4)c3=O)[C@@H]1N2CC1CC1	1.7
O=C(N[C@H]1CC[C@@H](CCNC(=O)c2ccccc2F)O[C@@H]1CO)c1cnccn1	0.4

A different layout for 3 compounds above:
C[C@@H]1CN([C@H](C)CO)C(=O)Cc2cc(NC(=O)C3CC3)ccc2O[C@@H]1CN(C)Cc1ccc(-c2ccccc2)cc1
  TcdB GH inh = 0.0
CCCC(=O)N1CC2(CN(S(C)(=O)=O)C2)c2c([nH]c3cc(OC)ccc23)[C@H]1CO
  TcdB GH inh = -0.5
CC(C)(O)C#Cc1ccc([C@@H]2[C@@H](CO)N3CCCCN(C(=O)c4ccc(F)cc4)C[C@H]23)cc1
  TcdB GH inh = -0.1

Remaining list, next part.
SMILES	TcdB GH inh
N#Cc1cccc(-c2ccc3c(c2)[C@H]2[C@H](CCN2S(=O)(=O)c2ccccc2F)[C@@H](CO)N3)c1	-1.2
CC(C)NC(=O)Nc1ccc2c(c1)CC(=O)N([C@H](C)CO)C[C@@H](C)[C@H](CN(C)C(=O)Nc1ccccc1)O2	-9.3
O=C(Nc1ccc2c(c1)[C@@H]1C[C@@H](CC(=O)N3CCc4ccccc4C3)O[C@H](CO)[C@@H]1O2)c1cccnc1	-1.2
COCC(=O)N(C)C[C@@H]1Oc2ncc(-c3ccc(F)cc3)cc2C(=O)N([C@@H](C)CO)C[C@@H]1C	0.1
C[C@H]1CN([C@@H](C)CO)C(=O)Cc2cc(NC(=O)Cc3ccccc3)ccc2O[C@@H]1CN(C)CC1CCCCC1	-0.3
O=C(C[C@@H]1C[C@@H]2c3cc(NS(=O)(=O)c4ccc(F)cc4)ccc3O[C@@H]2[C@@H](CO)O1)NCc1cc(F)ccc1F	0.5
COc1ccc(NC(=O)Nc2ccc3c(c2)C(=O)N([C@H](C)CO)C[C@@H](C)[C@@H](CN(C)Cc2ccccc2)OCCCC[C@@H](C)O3)cc1	-1.2
CO[C@H]1CN(C)C(=O)c2ccc(NS(=O)(=O)c3cn(C)cn3)cc2OC[C@@H](C)N(Cc2cccc(F)c2)C[C@@H]1C	1.6
Cc1noc(C)c1S(=O)(=O)Nc1ccc2c(c1)CC(=O)N([C@H](C)CO)C[C@@H](C)[C@H](CN(C)CC1CCCCC1)O2	-5.8
CC(C)NC(=O)N1C[C@H]2[C@@H](c3ccccc31)[C@@H](CO)N2C(=O)Nc1cccc(F)c1	0.6
C[C@@H]1CN([C@@H](C)CO)C(=O)c2cc(C#Cc3ccccc3)cnc2O[C@@H]1CN(C)C(=O)c1ccccc1F	-6.3
CNC(=O)C[C@H]1CC[C@@H]2[C@H](COc3ccc(NC(=O)c4ccc(F)c(F)c4)cc3C(=O)N2C)O1	-9.0
Cc1noc(C)c1NC(=O)N(C)C[C@@H]1Oc2c(NC(=O)C3CC3)cccc2C(=O)N([C@@H](C)CO)C[C@@H]1C	-3.5
O=C(C[C@@H]1C=C[C@H](NS(=O)(=O)c2cccc(F)c2)[C@H](CO)O1)N1CCCCC1	0.7
Cc1noc(C)c1NC(=O)N[C@@H]1CC[C@H](CCNC(=O)C2CCCCC2)O[C@H]1CO	-1.9
COc1ccc(S(=O)(=O)Nc2cccc3c2O[C@@H](CN(C)S(=O)(=O)c2ccc(F)cc2)[C@H](C)CN([C@@H](C)CO)C3=O)cc1	0.5
COc1ccc2c3c([nH]c2c1)[C@H](CO)N(C(=O)C1CCCC1)CC31CCN(S(C)(=O)=O)CC1	1.9
COCC(=O)Nc1ccc2c(c1)C(=O)N(C)C[C@@H](OC)[C@@H](C)CN(C(=O)CC1CC1)[C@@H](C)CO2	-0.5
C[C@H](CO)N1C[C@H](C)[C@H](CN(C)C(=O)Nc2ccc3c(c2)OCO3)Oc2c(NC(=O)C3CCOCC3)cccc2C1=O	0.6
CC(C)C#Cc1ccc([C@H]2[C@@H](CO)N3C(=O)CN(C(=O)NC4CCCC4)C[C@H]23)cc1	0.3
COc1ccc(CN(C)C[C@H]2OCCCC[C@@H](C)Oc3ccc(NC(=O)Nc4c(C)noc4C)cc3C(=O)N([C@H](C)CO)C[C@@H]2C)cc1	0.6
C[C@@H]1CN([C@@H](C)CO)S(=O)(=O)c2ccc(C3=CCCC3)cc2O[C@H]1CN(C)Cc1ccccc1	-0.8
C[C@H](CO)N1C[C@H](C)[C@H](CN(C)Cc2ccccc2)Oc2ccc(NC(=O)CCCCCC(=O)Nc3ccccc3N)cc2CC1=O	0.0
C[C@@H]1C=C(C(=O)N2CCN(Cc3ccc4c(c3)OCO4)CC2)O[C@H](OCc2ccc(CO)cc2)C1	-1.7
C[C@@H]1CN([C@H](C)CO)C(=O)c2cccc(NS(=O)(=O)c3cccs3)c2O[C@@H]1CN(C)Cc1ccc(C(=O)O)cc1	-1.7
O=C(N[C@H]1CC[C@H](CCNS(=O)(=O)Cc2ccccc2)O[C@H]1CO)c1ccc2c(c1)OCO2	-1.4
C/C=C/c1ccc([C@H]2[C@H](CO)N[C@H]2CN(CC)C(=O)c2ccccn2)cc1	-1.1
C[C@H]1CN([C@@H](C)CO)C(=O)c2cc(-c3cncnc3)cnc2O[C@H]1CN(C)Cc1ccccc1	0.1
C[C@@H]1CN([C@H](C)CO)C(=O)c2cccc(NS(C)(=O)=O)c2O[C@@H]1CN(C)C(=O)Nc1ccc(C(F)(F)F)cc1	0.8
COc1ccc(NC(=O)Nc2cccc3c2O[C@@H](CN(C)S(C)(=O)=O)[C@H](C)CN([C@H](C)CO)C3=O)cc1	-1.0
CC(C)c1cn(CC[C@@H]2CC[C@@H](NC(=O)c3cccc(F)c3)[C@H](CO)O2)nn1	0.4
C[C@H](CO)N1C[C@H](C)[C@@H](CN(C)Cc2ccncc2)OCCCC[C@H](C)Oc2ccc(NC(=O)Nc3ccccc3)cc2C1=O	0.0
C[C@H](CO)N1C[C@H](C)[C@@H](CN(C)CC2CC2)Oc2ccc(NC(=O)CCN3CCOCC3)cc2CC1=O	-0.6
CC(=O)N(C)C[C@@H]1Oc2ncc(-c3ccccc3F)cc2C(=O)N([C@@H](C)CO)C[C@H]1C	0.9
COc1cccc(CN2CC3(CCN(Cc4ccccn4)CC3)c3c([nH]c4cc(OC)ccc34)[C@@H]2CO)c1	-0.9
C[C@H]1CN([C@@H](C)CO)C(=O)c2cccc(NC(=O)Nc3ccc(C(F)(F)F)cc3)c2O[C@@H]1CN(C)Cc1ccncc1	-0.7
CO[C@H](CN(C)Cc1nccs1)[C@@H](C)CN([C@@H](C)CO)S(=O)(=O)c1ccc(C)cc1	0.0
O=C(NCC[C@H]1CC[C@H](NS(=O)(=O)Cc2ccccc2)[C@H](CO)O1)C1CCOCC1	0.6
O=C(C[C@H]1C[C@H]2c3cc(NC(=O)C4CCOCC4)ccc3O[C@H]2[C@H](CO)O1)NC1CCCCC1	-1.7
C[C@@H]1CN([C@@H](C)CO)C(=O)Cc2cc(NC(=O)CCN3CCOCC3)ccc2O[C@H]1CN(C)CC1CC1	0.6
C[C@H]1CN([C@@H](C)CO)C(=O)c2cc(NC(=O)Nc3ccc(F)cc3)ccc2O[C@H]1CN(C)C(=O)Nc1ccc2c(c1)OCO2	0.5
